WRN helicase inh: inhibitors of human WRN helicase | Q14191 | 360,000 tested, 0.46% active | WRN helicase unwinding, fluorescent forked duplex, kinetic | Potency, µM (highest dose often 114 µM), for the others: at the top dose activity change, negative = inhibition, actives largely listed as inhibitors; note: potency is the fitted concentration of half-maximal effect; % is set by controls: 0 for no effect and ±100 for the full control effect; nearly all actives have a fitted effect of over 55% in size
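Fluorescence dequenching readout, ex 525 nm/em 598 nm, kinetic mode: forked duplex DNA (100 nM final) with adjacent fluorophore and quencher unwound by WRN (20 nM final) with 2 mM ATP. Compound preincubation 15 min, room temperature.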
PLK1 PBD block: PLK1 (human) polo-box domain binding inhibition | P53350 | Plk1 PBD binding of FITC phosphopeptide, fluorescence polarization | Potency, µM, inactives show max response, negative = inhibition, usual class: inhibitors | 360,000 tested, 2.8% active | AID 720504; note: potency is the fitted concentration of half-maximal effect; series mostly up to about 57 µM; % is set by controls: 0 for no effect and ±100 for the full control effect; nearly all actives have a fitted effect of over 65% in size
HEK293 tox: cytotoxic in the GLP-1 receptor inverse agonist counter-screen | 410,000 tested, 0.13% active | AID 624418 | HEK293 cAMP-luciferase reporter cells, luminescence, 24 h | Potency, µM (highest dose often 38.3 µM), without a hit: top-dose activity change, negative = inhibition, hits mostly inhibitors;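 note: loss of luciferase light is scored as toxicity; potency is the fitted concentration of half-maximal effect; % is set by controls: 0 for no effect and ±100 for the full control effect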
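1536-well qHTS counterscreen of the MLSMR; 200 cells/uL, 12 h pre-incubation, 23 nL cpd, 24 h at 37 deg C 5% CO2, luciferase detection reagent, 12 min RT, luminescence. Inhibition = undesired.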
DRD3 agonist: activates the human D3 dopamine receptor. P35462. D3R DiscoveRx beta-arrestin cells, luminescence, 90 min. max activation, %. 410,000 tested, 0.58% active. AID 652048; in the data active = max activation above about 30%; note: 0% is about no effect; mostly tested at two doses, the higher about 12 µM
Target sequence (P35462 whole entry, looked up): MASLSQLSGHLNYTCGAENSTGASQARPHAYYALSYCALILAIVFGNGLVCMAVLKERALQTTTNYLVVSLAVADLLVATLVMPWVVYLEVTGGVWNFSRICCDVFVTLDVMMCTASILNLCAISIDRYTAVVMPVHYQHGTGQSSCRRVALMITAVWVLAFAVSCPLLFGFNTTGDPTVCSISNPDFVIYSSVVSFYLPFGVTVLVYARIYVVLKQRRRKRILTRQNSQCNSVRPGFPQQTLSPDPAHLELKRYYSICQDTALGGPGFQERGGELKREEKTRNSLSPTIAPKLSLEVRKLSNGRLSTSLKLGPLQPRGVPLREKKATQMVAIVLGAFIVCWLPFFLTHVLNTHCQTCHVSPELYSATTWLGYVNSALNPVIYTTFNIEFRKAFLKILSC
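Cells at 1500/well, incubated overnight, then treated with pinned compounds (dopamine as control) for 90 min at 37 degrees C. DiscoveRx reagent added for 30 - 60 minutes at room temperature; luminescence read.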
GLP1R inv ag: GLP-1 receptor (human) inverse agonism; P43220; HEK293 GLP-1R CRE-luciferase, luminescence, 24 h; GLP-1R form is constitutively active; Potency, µM (highest dose often 38.3 µM), for the others: top-dose activity change, negative = inhibition, usual class: inhibitors; 410,000 tested, 1.6% active; AID 624417; note: potency is the fitted concentration of half-maximal effect; % is set by controls: 0 for no effect and ±100 for the full control effect; nearly all actives have a fitted effect of over 55% in size
Target sequence (P43220 whole entry, looked up): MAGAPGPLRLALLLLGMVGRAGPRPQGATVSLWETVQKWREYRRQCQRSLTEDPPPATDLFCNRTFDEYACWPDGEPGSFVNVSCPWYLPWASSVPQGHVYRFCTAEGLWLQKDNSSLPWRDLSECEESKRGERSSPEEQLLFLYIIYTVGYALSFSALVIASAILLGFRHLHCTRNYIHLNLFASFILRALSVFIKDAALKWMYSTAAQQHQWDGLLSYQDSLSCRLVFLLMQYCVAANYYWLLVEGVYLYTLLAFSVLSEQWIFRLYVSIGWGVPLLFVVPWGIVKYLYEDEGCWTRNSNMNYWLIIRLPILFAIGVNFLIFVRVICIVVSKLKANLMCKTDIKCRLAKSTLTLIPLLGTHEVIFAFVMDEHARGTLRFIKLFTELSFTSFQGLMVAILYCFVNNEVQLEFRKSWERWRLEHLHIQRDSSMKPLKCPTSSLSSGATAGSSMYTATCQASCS
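Constitutively active GLP-1R drives a cAMP-responsive luciferase in stably transfected HEK293 cells; test compounds are added after overnight (12 h) attachment and left 24 hr, and signal loss in luminescence marks inhibition.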
D3 antag: blocks the human D3 dopamine receptor; P35462; D3R cells, DiscoveRx beta-arrestin luminescence, antagonist mode; stronger effect = lower value; max response, negative = inhibition, %; 360,000 tested, 2.5% active; in the data active = max response below about -50%; inconclusive = no clear call, values can overlap the other calls; note: % is set by controls: 0 for no effect and ±100 for the full control effect; mostly tested at two doses, the higher about 12 µM
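Cells expressing the human receptor were seeded at 1500 cells/well, incubated overnight at 37 degrees C in 5% CO2, then exposed to library compounds with dopamine controls for 90 minutes at 37 degrees C before luminescent detection.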
IL2 activator: activates IL-2 in a cell-based reporter assay | IL-2 activation reporter assay, cell-based qHTS; stimulated with anti-CD3/CD4/CD28 beads; in transgenic mouse T cells | activation, % (series mostly up to about 46 µM) | 360,000 tested, 0.065% active | AID 652025; in the data active = activation above about 50%; inconclusive = mostly about 30% to 49%; note: 0% is about no effect
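Using fluorescent plate cytometry, EGFP and DsRed are detected in transgenic mouse T cells stimulated 18 h at 37 degrees C with antibody-coated beads after 60 min compound pretreatment.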
GLP-1R agonist: GLP-1 receptor (human) agonism. P43220. HEK293 GLP-1R CRE-luciferase, luminescence, 4-6 h; cells express a hypersensitive GLP-1R form. Potency, µM (doses to about 45.6 µM), for inactives: top-dose activation, actives largely listed as activators. 380,000 tested, 0.007% active. AID 624172; note: potency is the fitted concentration of half-maximal effect; % of control where 0% means no effect
PI5P4Ka inh: PI5P4K alpha (human) kinase inhibition; PI5P4Kalpha enzyme, ADP-Glo luminescence, 60 min; stronger effect = lower value; max response, %; 330,000 tested, 1.2% active; active = max response of -50% or lower; inconclusive = between -30% and -50%; inactive = -30% or higher; note: value at the top dose of about 77 µM; % is set by controls: 0 for no effect and ±100 for the full control effect
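Quantitative HTS of the MLSMR library against PI5P4Kalpha with substrate. ATP added last at 5 microM final; room temperature, 60 minutes. Remaining ATP depleted, ADP converted and read as luminescence.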
* hit, by the source's call; ? = inconclusive; . = not tested or not shown; [ ] = another dose, or the depositor's remark. Unless noted, calls come from the whole dose curve; as a rule, active = well fitted curve in the direction sought with a large enough effect; inconclusive = small, poorly fitted or top-dose-only effect, or another doubt; inactive = no such curve, though single readings can be large; an effect the other way counts as inactive or inconclusive.

#1 COc1ccc(C2c3c(noc3C)CC(C)(O)C2C(C)=O)cc1 (configuration not stated)
#2 Cc1cc(-c2n[nH]c(=S)n2/N=C/c2ccc(C)o2)n[nH]1
#3 COc1ccccc1NC(=O)CSc1nnc(C)n1Cc1ccccc1
#4 O=C(NCC1CCC(C(=O)O)CC1)OCc1ccccc1 (configuration not stated)
#5 COc1ccc(NC(=O)Cn2c(=O)n(-c3ccccc3)c(=O)c3oc4ccccc4c32)c(OC)c1
#6 Cc1cc(C)c(C#N)c(N2CCN(S(=O)(=O)Cc3ccccc3)CC2)n1
#7 CC1CCCC(NC(=O)Cn2cc(C(F)(F)F)cc(Cl)c2=O)C1C (configuration not stated)
#8 Cc1ccc(C)c(NC(=S)N2CCC(NC(=O)c3cccc(F)c3)CC2)c1

assay / entry	1	2	3	4	5	6	7	8
WRN helicase inh	0%	6%	2%[57.1 µM]	11%	-24%[57.1 µM]	0%	8%	15%
PLK1 PBD block	-26%	-14%	0%	4%	5%	-5%	-11%	-5%
HEK293 tox	4%	0%	-5%	-5%	9%[1.53 µM]	2%	-5%	-1%
DRD3 agonist	4	7	-5	10	0	2	-1	-4
GLP1R inv ag	-23%	-14%	-6%	5%	8%	-1%	-21%	5%
D3 antag	-9	-19	15	22	32	-7	0	-8
IL2 activator	-2.2	-1.6	-1.1	1.6	1.5	-3.6	-0.6	0.4
GLP-1R agonist	-1%	2%	7%	-4%	-13%	3%	-3%	9%
PI5P4Ka inh	-2	0	.	-1	-2	1	6	1

#9 CCc1ccc(NC(=O)[C@H](CSCc2ccccc2)N2Cc3ccccc3C2=O)cc1
#10 COc1ccc2[nH]c(O)c(N=O)c2c1
#11 COCCN(C(=O)COC(=O)C(c1ccccc1)c1ccccc1)c1c(N)n(Cc2ccccc2)c(=O)[nH]c1=O
#12 CC(Sc1nc(-c2ccccc2)cc(C(F)(F)F)n1)C(=O)Nc1sc2c(c1C#N)CCC2 (configuration not stated)
#13 O=C(Cn1ncc2c3ccccc3n(Cc3ccccc3)c2c1=O)N1CCN(c2ncccn2)CC1
#14 Cc1ccc(Nc2nnc(SCC(O)=C(C#N)c3nc4ccccc4[nH]3)s2)c(C)c1
#15 CCOc1ccc(-n2c(N)c(-c3nc4ccccc4[nH]3)sc2=S)cc1
#16 COc1ccccc1NS(=O)(=O)c1cccc(N2CC(O)=C(c3ccccc3)C2=N)c1

assay / entry	9	10	11	12	13	14	15	16
WRN helicase inh	.	1%	-9%	-4%	-5%	-8%[11.6 µM]	2%	-19%[57.1 µM]
PLK1 PBD block	.	-8%	5%	24µM*	-2%	-25%	-25%	-1%
HEK293 tox	-8%	-1%	1%	5%	0%	-8%	-1%	2%
DRD3 agonist	0	-3	1	7	-4	2	0	1
GLP1R inv ag	-20%	19%	-14%	-22%	-3%	-35%	-14%	6%
D3 antag	.	-21	-3	-9	-9	1	-23	16
IL2 activator	.	-1.5	-5.9	-2.1	-2.8	0.0	1.4	0.7
GLP-1R agonist	0%	-1%	6%	-1%	13%	4%	-2%	5%
PI5P4Ka inh	.	-12	-2	.	.	?	-5	-4

Reformatted: 2 of the compounds above
entry	Structure	WRN helicase inh	PLK1 PBD block	HEK293 tox	DRD3 agonist	GLP1R inv ag	D3 antag	IL2 activator	GLP-1R agonist	PI5P4Ka inh
15	CCOc1ccc(-n2c(N)c(-c3nc4ccccc4[nH]3)sc2=S)cc1	2%	-25%	-1%	0	-14%	-23	1.4	-2%	-5
14	Cc1ccc(Nc2nnc(SCC(O)=C(C#N)c3nc4ccccc4[nH]3)s2)c(C)c1	-8%[11.6 µM]	-25%	-8%	2	-35%	1	0.0	4%	?

Additional results
#17 COc1ccc(C2C([N+](=O)[O-])=C(C)N(C)C(=O)N2C)cc1OC (configuration not stated)
#18 CCN1CCN(c2ccc(N=Cc3ccccc3O)cc2)CC1
#19 COCCN(C(=O)COC(=O)CCc1ccccc1OC)c1c(N)n(Cc2ccccc2)c(=O)[nH]c1=O
#20 O=C(CSc1nnc(Cc2ccccc2)n1-c1cccc(Cl)c1)NNC(=O)Cc1ccccc1
#21 Cc1ccc(C)c(Sc2ccc(S(=O)(=O)Nc3ccc(C(=O)O)cc3)cc2)c1
#22 O=C(O)C1C2CCC(C2)C1C(=O)N1CCCC1 (configuration not stated)
#23 CN(C(=O)COC(=O)c1ccccc1Nc1ccccc1)c1c(N)n(Cc2ccccc2)c(=O)[nH]c1=O
#24 N#Cc1cccc(OCC(=O)NC(=O)NCc2ccccc2)c1

assay / entry	17	18	19	20	21	22	23	24
WRN helicase inh	-7%	-3%	-3%	-5%	-11%	8%	-2%	12%
PLK1 PBD block	-3%	3%	-3%	1%	?	3%	7%	1%
HEK293 tox	-3%	3%	13%	3%	1%	-14%	2%	11%
DRD3 agonist	10	-8	-25	4	-1	2	-4	1
GLP1R inv ag	15%	16%	17%	-6%	-25%	-10%	?	-1%
D3 antag	3	-2	-12	-18	0	4	13	3
IL2 activator	1.1	0.3	2.3	0.1	0.4	-2.2	-0.6	-0.4
GLP-1R agonist	7%	-4%	0%	-7%	1%	-3%	5%	3%
PI5P4Ka inh	3	2	3	0	-3	-3	0	-7

#25 Cc1ccc(/C=N/NC(=O)Cn2cnc3ccccc32)o1
#26 Cc1cccc(OCCCC(=O)Nc2ccc(Br)cc2)c1
#27 COc1cccc2c(C)nc(Nc3nc(CSc4nnc(C)s4)cc(=O)[nH]3)nc12
#28 O=C(OCc1nnc(-c2ccccc2)o1)c1cc(S(=O)(=O)N2CCOCC2)ccc1F
#29 CCOC(=O)N1CCc2c(sc3c2c(=O)n(Cc2ccccc2)c(=O)n3Cc2ccccc2F)C1
#30 CC(=O)OCC1OC(OC2C[C@]3(C)C(CC(O)C4C([C@](C)(CCC=C(C)C)OC5OC(CO)C(O)C(O)C5O)CC[C@]43C)[C@@]3(C)CCC(O)C(C)(C)C23)C(O[C@@H]2OC(C)C(O)C(O)C2O)C(O)C1O (some centres not stated)
#31 Cn1c(=O)cc(OCCCC(=O)NCc2cccnc2)c2ccccc21
#32 COc1cccc(CN2CC(C(=O)N3CCCC3)CCC2=O)c1 (configuration not stated)

assay / entry	25	26	27	28	29	30	31	32
WRN helicase inh	-3%	-8%	-7%[57.1 µM]	-11%	-7%	-4%	-4%	-2%
PLK1 PBD block	-8%	-10%	24µM*	-6%	-5%	-16%	3%	-18%
HEK293 tox	2%	-9%	-3%	11%	0%	6%	15%	-8%
DRD3 agonist	1	1	4	6	-6	1	5	1
GLP1R inv ag	-8%	?	67%[activator]	-16%	8%	18%	42%[activator]	19%
D3 antag	21	16	15	4	-26	0	11	-9
IL2 activator	-2.1	-0.5	-2.4	-3.6	0.3	1.5	2.5	-3.3
GLP-1R agonist	7%	9%	0%	-6%	-2%	8%	0%	-3%
PI5P4Ka inh	1	10	-17	-5	0	-1	0	1

#33 CC1(C2CC2)NC(=O)N(CC(=O)Nc2ccc(OC(F)F)cc2)C1=O (configuration not stated)
#34 CN(C)C(=O)CCc1ccc2c3c([nH]c2c1)[C@]1(CCc2ccccc2)[C@@H](C(=O)N2CCCCC2)C[C@H](CC(=O)NC(C)(C)C)C(=O)N1CC3
#35 CC1CCCC(NC(=O)COC(=O)/C=C/c2ccc(F)cc2)C1C (configuration not stated)
#36 COc1ccccc1S(=O)(=O)N(C)C[C@H]1OCc2cnnn2CCCC(=O)N([C@H](C)CO)C[C@@H]1C
#37 CCOc1ccc(NC(=O)CN(C)C(=O)c2ccc3nc(CC)c(CC)nc3c2)cc1OCC
#38 CC(=O)NCCc1c[nH]c2ccc(O)cc12
#39 O=C(COC(=O)c1c2c(nc3ccccc13)/C(=C/c1ccco1)CC2)NC1CCCC1
#40 COC(=O)c1ccc(NC(=S)NC2CCCCC2C)cc1 (configuration not stated)

assay / entry	33	34	35	36	37	38	39	40
WRN helicase inh	0%	6%	9%	4%	0%	5%	32µM*	-5%
PLK1 PBD block	4%	-14%	-2%	-9%	3%	1%	?	0%
HEK293 tox	-12%	1%	-15%	4%	-4%	4%	460%[activator]	?
DRD3 agonist	2	-30	0	-2	5	6	8	-22
GLP1R inv ag	-18%	40%[activator]	6%	-1%	13%	10%	?	10µM*
D3 antag	18	-29	-18	-13	18	52	11	-14
IL2 activator	-1.9	-0.1	-4.7	-1.9	-1.6	0.7	-3.8	-2.1
GLP-1R agonist	0%	7%	-5%	-2%	5%	-5%	0%	0%
PI5P4Ka inh	1	-4	-4	-13	7	4	-71*	5

#41 CCOCCOC(=O)C1=C(C)N(C)C(=O)NC1c1ccccc1F (configuration not stated)
#42 COc1cccc(N(CC(=O)Nc2cccc(F)c2)S(C)(=O)=O)c1
#43 S=C(NN=C1CCCCCC1)Nc1ccc(Cl)cc1
#44 COc1ccccc1-c1oc2ccccc2c1-c1ccc2c(c1)OCO2
#45 Cc1ccc2c(c1)cc(C)c1nnc(SCC(=O)NCc3ccco3)n12
#46 O=C(CSc1ccc(F)cc1)NCCc1ccc(Cl)cc1
#47 O=[N+]([O-])c1ccc(CSc2nnc(-c3cnccn3)o2)cc1

assay / entry	41	42	43	44	45	46	47
WRN helicase inh	6%	5%	-8%[57.1 µM]	-2%	-17%	-8%	-8%
PLK1 PBD block	-5%	-5%	-7%	6%	-4%	-9%	-15%
HEK293 tox	-4%	3%	37%	4%	15%	0%	5%
DRD3 agonist	0	6	1	7	7	2	-5
GLP1R inv ag	0%	-20%	23%	?	16%	?	18%
D3 antag	13	12	-13	63	19	-6	-4
IL2 activator	1.3	1.0	-0.7	-2.3	4.0	-0.5	3.8
GLP-1R agonist	-8%	-2%	0%	6%	19%	20%	0%
PI5P4Ka inh	.	0	.	17	.	-4	-5

Entries of single compounds as entered above. Screens in order: WRN helicase inh, PLK1 PBD block, HEK293 tox, DRD3 agonist, GLP1R inv ag, D3 antag, IL2 activator, GLP-1R agonist, PI5P4Ka inh
O=C(CSc1nnc(Cc2ccccc2)n1-c1cccc(Cl)c1)NNC(=O)Cc1ccccc1 is entered as -5%, 1%, 3%, 4, -6%, -18, 0.1, -7%, 0
S=C(NN=C1CCCCCC1)Nc1ccc(Cl)cc1 is entered as -8%[57.1 µM], -7%, 37%, 1, 23%, -13, -0.7, 0%, .

Compound activity: PubChem BioAssay, National Center for Advancing Translational Sciences (NCATS)
